USP1-UAF1 inh – blocks the human USP1/UAF1 deubiquitinase complex. recombinant USP1/UAF1, Ub-Rhodamine cleavage fluorescence. Potency, µM (highest dose often 57.1 µM), without a hit: at the top dose activity change, negative = inhibition, actives largely listed as inhibitors. 0.23% of 390,000 active. AID 743255; also: % is scaled to controls: 0 for no effect and ±100 for the full control effect; nearly all actives have a fitted effect of over 60% in size; inactives centre near -12
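USP1/UAF1 complex at 1 nM was preincubated with compound for 15 min at room temperature, then Ub-Rho substrate (150nM final) was added. Fluorescence (480/540 nm) was read kinetically, 6 reads every 60 seconds.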
RGS4 inhibitor – human RGS4 inhibition; P49798; Transcreener GDP fluorescence polarization, RGS4-accelerated GTP hydrolysis; Potency, µM (highest dose often 114 µM), without a hit: at the top dose activity change, negative = inhibition, actives largely listed as inhibitors; 0.039% of 390,000 active; AID 504845; also: % is scaled to controls: 0 for no effect and ±100 for the full control effect; nearly all actives have a fitted effect of over 75% in size; some results filed as inactive show a strong effect at the top dose
Target sequence (P49798 whole entry, looked up): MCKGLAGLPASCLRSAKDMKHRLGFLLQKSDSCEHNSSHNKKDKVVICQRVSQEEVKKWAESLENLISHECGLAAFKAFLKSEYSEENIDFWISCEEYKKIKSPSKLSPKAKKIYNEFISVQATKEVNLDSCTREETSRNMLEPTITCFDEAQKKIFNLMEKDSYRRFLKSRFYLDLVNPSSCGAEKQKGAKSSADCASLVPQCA
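MLSMR compounds (23 nl, pin-transferred) preincubated 10 min at room temperature with a 500nM (2x) first reagent, then RGS4 at 900nM (2x) plus Transcreener GDP mix added; fluorescence polarization (620/688 nm) read before and after 90 min at 30 °C.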
RXFP1 ag – activates the human relaxin receptor RXFP1; HEK293T-RXFP1 cAMP TR-FRET, 30 min; response scale: percent of porcine relaxin response, buffer zero; Potency, µM (series often up to 57.5 µM), without a hit: top-dose activation, actives largely listed as activators; 0.3% of 370,000 active; Q9HBX9; also: % is scaled to controls: 0 for no effect and ±100 for the full control effect; nearly all actives have a fitted effect of over 60% in size; many of its hits are not listed in these tables
Target sequence (Q9HBX9 whole entry, looked up): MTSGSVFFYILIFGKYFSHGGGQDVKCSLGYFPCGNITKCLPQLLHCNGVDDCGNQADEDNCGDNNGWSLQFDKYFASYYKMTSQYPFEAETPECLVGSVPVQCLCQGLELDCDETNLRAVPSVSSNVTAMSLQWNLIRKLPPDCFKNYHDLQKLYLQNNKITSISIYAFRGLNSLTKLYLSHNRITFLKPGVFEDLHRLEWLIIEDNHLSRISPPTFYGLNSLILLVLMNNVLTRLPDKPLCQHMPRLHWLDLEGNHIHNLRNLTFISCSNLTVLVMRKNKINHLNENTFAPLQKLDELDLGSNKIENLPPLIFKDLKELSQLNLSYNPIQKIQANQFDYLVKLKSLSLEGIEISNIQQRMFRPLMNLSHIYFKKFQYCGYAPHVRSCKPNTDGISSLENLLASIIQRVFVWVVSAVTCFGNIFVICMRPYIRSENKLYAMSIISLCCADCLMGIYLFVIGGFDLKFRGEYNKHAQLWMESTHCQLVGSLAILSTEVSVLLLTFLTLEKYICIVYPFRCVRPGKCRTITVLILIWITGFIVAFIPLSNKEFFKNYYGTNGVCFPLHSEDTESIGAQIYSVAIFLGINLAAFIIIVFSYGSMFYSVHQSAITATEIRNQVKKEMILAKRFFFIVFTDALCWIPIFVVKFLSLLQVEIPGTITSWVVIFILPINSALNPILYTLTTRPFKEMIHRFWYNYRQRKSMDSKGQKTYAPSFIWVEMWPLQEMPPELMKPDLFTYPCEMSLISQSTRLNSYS
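HEK293 cells stably expressing RXFP1, treated 30 min at 37C with compounds plus PDE4 inhibitor Ro 20174; cAMP measured by HTRF TR-FRET. Normalized to buffer and 29 nM porcine relaxin; EC50 by Hill fit.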
Vif-APOBEC3F blk – blocks the Vif interaction with APOBEC3F. 0.2% of 390,000 active. AID 602313. Potency, µM (top dose mostly 46.1 µM), inactives show top-dose activity, negative = active. HeLa A3F-eYFP + Vif (tagged APOBEC3F with the HIV-1 protein that degrades it), YFP fluorescence increase; also: % of control where 0% means no effect; nearly all actives have a fitted effect of over 65% in size
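HeLa cells stably expressing Vif plus C-terminally eYFP-tagged A3F were seeded, incubated overnight at 37 deg C, dosed with compound, incubated overnight again at 37 deg C. Yellow fluorescence (Ex 488/Em 500-530) reported blocked Vif-mediated A3F-eYFP degradation.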
mIDH1 inhibitor – human IDH1 R132H inhibition; IDH1-R132H enzyme, NADPH consumption, diaphorase/resazurin fluorescence; AID 602179; O75874; 0.093% of 390,000 active; Potency, µM (series often up to 76.6 µM), for the others: at the highest dose activity change, negative = inhibition, hits mostly inhibitors; also: % is scaled to controls: 0 for no effect and ±100 for the full control effect; nearly all actives have a fitted effect of over 65% in size
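IDH1-R132H (0.5 ug/mL) preincubated 30 min with compound, then NADPH (0.016 mM) and alpha-KG (2 mM) added; 80 min at RT, pH 7.5. Remaining NADPH coupled via diaphorase/resazurin to fluorescence (540/590 nm); concentration-response curves normalized to no-enzyme control.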
12-LOX inh – inhibitors of human 12S-lipoxygenase ALOX12; purified 12hLO, xylenol orange hydroperoxide absorbance; P18054; Potency, µM (doses to about 108 µM), without a hit: top-dose activity change, negative = inhibition, actives largely listed as inhibitors; 1.1% of 580,000 active; AID 1671190; also: % is scaled to controls: 0 for no effect and ±100 for the full control effect
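Purified human 12hLO (150 nM final) in 25 mM Hepes, 0.01% Triton X-100, pH 7.0 was preincubated 15 min at room temperature with compound. Then 40 uM arachidonic acid was added, 30 min. Hydroperoxide was read by Fe-XO absorbance ratio 573/405 nm.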
TrxR1 inh – blocks rat thioredoxin reductase 1; 1% of 390,000 active; Potency, µM (titrated, usually from 114 µM), without a hit: at the highest dose activity change, negative = inhibition, usual class: inhibitors; recombinant rTrxR1, NADPH fluorescence consumption, selenite substrate; O89049; also: % is scaled to controls: 0 for no effect and ±100 for the full control effect; nearly all actives have a fitted effect of over 65% in size
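Rat TrxR1 (90 nM in the dispensed reagent) was pre-reduced with 400 uM NADPH for 5 min at room temperature, then incubated with compound for 15 min. After 400 uM selenite was added, NADPH fluorescence (Ex 340/Em 450 nm) was followed for 8 min.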
Vif-A3G inh – inhibitors of Vif-APOBEC3G interaction. HeLa A3G-eYFP + Vif (tagged APOBEC3G with the HIV-1 protein that degrades it), YFP fluorescence, overnight. Potency, µM (titrated, usually from 46.1 µM), for inactives: at the top dose activity, negative = active, hits mostly inhibitors. 0.076% of 410,000 active. AID 602310;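 also: % is scaled to controls: 0 for no effect and ±100 for the full control effect; nearly all actives have a fitted effect of over 60% in size; hits raise eYFP signal because A3G escapes Vif-driven loss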
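HeLa cells stably expressing Vif and C-terminally eYFP-tagged A3G, seeded overnight at 37 deg C, then exposed to compound by pintool overnight at 37 deg C. Rise in yellow fluorescence (Ex 488/Em 500-530, Acumen) marks blocked Vif-driven A3G degradation.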
TrxR1 substrate – rat thioredoxin reductase 1 substrate activity. Potency, µM (series often up to 114 µM), without a hit: at the highest dose activity change, negative = substrate turnover. purified TrxR1 substrate turnover, NADPH consumption readout. AID 588456. 0.01% of 390,000 active; also: % is scaled to controls: 0 for no effect and ±100 for the full control effect; nearly all actives have a fitted effect of over 50% in size
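Rat TrxR1, dispensed at 90 nM, was prereduced with 400 uM NADPH (final) for 5 min at ~22 deg C, then incubated with compound 15 min before 400 uM selenite. A first-read NADPH fluorescence drop versus no-compound background flagged substrates.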
* marks the source's active call; other numbers are inactive results; ? = inconclusive; / = not tested or not shown; & = joins results of further samples; [ ] = dose if it differs, or a comment. Calls follow the shape of the dose curve; as a rule, active = well fitted curve in the direction sought with a large enough effect; inconclusive = small, poorly fitted or top-dose-only effect, or another doubt; inactive = no such curve, though single readings can be large; an effect the other way counts as inactive or inconclusive. Potency is read from the fitted curve at half-maximal effect. An excerpt. The share of hits here may be higher or lower than overall.

cpd	Compound	mIDH1 inhibitor	TrxR1 substrate	12-LOX inh	TrxR1 inh	RGS4 inhibitor	Vif-A3G inh	RXFP1 ag	Vif-APOBEC3F blk	USP1-UAF1 inh
1	COC(=O)c1ccccc1NC(=O)N1CCN(c2ccccc2F)CC1	1%	10%	-10%	31%	-3%	1%	2.7%	-8%	-21%
2	CCCn1c(SCC(=O)NNC(=O)c2ccc(OC)cc2)nnc1C(C)C	-13%	-11%	-27%	19%[0.0914 µM]	1%	-1%	2.4%	8%	-1%
3	Cc1cc2nc(-c3cccnc3SCC(=O)NCc3ccco3)[nH]c2cc1C	3%	73%[activator]	?	-14%	-20%	1%	3.7%	-1%	-21%
4	Cc1nc(N)nc(OCC(F)(F)C(F)F)c1Br	8%	-6%	0%	10%	-32%[56.9 µM]	1%	-0.2%	3%	-11%
5	CC(C)N(C(=O)c1ccccc1-c1ccccc1)C(C)C	11%	-3%	-4%	4%[57.1 µM]	-18%	4%	-0.8%	-4%	-24%
6	Cc1cccc(OC(C)C(=O)N2CCc3ccccc3C2)c1 (stereo not given)	17%	12%[2.29 µM]	14%	13%	-22%	8%	0.0%	-1%	-12%
7	O=C(NCCN1CCOCC1)c1cnn2c(-c3ccccc3)cc(-c3ccccc3)nc12	?	17%	4%	-12%	11%	1%	4.2%	-7%	-9%
8	CCOC(=O)c1oc2ccc(S(=O)(=O)n3nc(-c4ccc(Cl)cc4)cc3N)cc2c1C	7%	-9%	?	-7%	-3%	-20%	0.9%	0%	-28%
9	COc1ccc(-c2nc3ccccc3n3c(-c4cccc(C)c4)c4c(=O)n(C)c(=O)n(C)c4c23)cc1OC	?	0%	?	18%	4%	-3%	9.4%	-5%	-24%
10	Cc1nc2ccc(S(=O)(=O)Nc3cccc(-c4nc5cccnc5s4)c3)cc2s1	5%	15%[57.1 µM]	14%	12%[57.1 µM]	12%	-18%	5.7%	-16%	-10%
11	Cc1ccccc1-n1c(C)nnc1SCc1nc2ccccc2s1	-5%	3%	0%	-9%	-8%	-1%	0.4%	-9%	-7%
12	CCC(C)(O)c1[nH]c2ccc(C#N)cc2c1C (stereo not given)	0%	8%[57.1 µM]	-13%	13%[57.1 µM]	24%	-1%	2.6%	4%	20%
13	CCOC(=O)Cn1c(-c2cccs2)cc2cc(Cl)ccc21	1%	47%[activator]	2%	51%[activator]	4%	-2%	-0.5%	-2%	?
14	O=C(Nc1nc2c(s1)CCCC2)Oc1ccccc1	2%	9%[57.1 µM]	0%	12%[57.1 µM]	-7%	-2%	0.0%	-13%	-15%
15	CN(CCO)c1cnccn1	-4%	12%	-17%	12%[57.1 µM]	-8%	1%	0.1%	-9%	-11%
16	COc1ccccc1-c1cnn2c(N3CCOCC3)cc(C)nc12	-2%	0%	23%	11%	-9%[56.9 µM]	-11%	10%	?	-29%
17	COc1ccc(S(=O)(=O)N2CCN(C3Cc4ccccc4C3)CC2)cc1	4%	7%	-14%	-9%	2%	1%	1.4%	-2%	-23%
18	O=[N+]([O-])c1ccc(Nc2nc(N/N=C\c3ccc4c(c3)OCO4)nc(N3CCCCC3)n2)cc1	1%	3%	?	19%	-51%[56.9 µM]	-4%	2.4%	-7%	-22%
19	COc1ccc(N2CCN(S(=O)(=O)CCNC(=O)C3CC(=O)N(c4ccccc4)C3)CC2)cc1 (stereo not given)	-9%&-9%	-1%	?	-2%	7%&15%	-1%&8%	5.6%&-2.8%	-3%&-1%	-12%&-16%
20	CCN(Cc1ccncc1)C(=O)C(CO)c1ccccc1 (stereo not given)	11%	7%[57.1 µM]	-14%	?	-4%[56.9 µM]	-1%	2.0%	4%	?
21	CC(=O)NC(Cc1c[nH]c2ccccc12)C(=O)NCCc1ccccc1 (stereo not given)	4%	6%	-33%	40%[activator]	26%	0%	0.0%	6%	-2%
22	CCOc1ccc(S(=O)(=O)N2CCOCC2)cc1NC(=O)CSCC(=O)Nc1ccc(C)cc1	7%	2%	159%[activator]	3%	-9%	2%	-1.1%	5%	-3%
23	Cn1c2c(c(=O)n(C)c1=O)CN(CCN1CCNCC1)CN2	0%	-24%[57.1 µM]	-12%	-13%[57.1 µM]	-16%	2%	-1.1%	-7%	-17%
24	O=C(O)c1[nH]c2ccccc2c1NS(=O)(=O)Cc1ccccc1	-4%	103%[activator]	0%	22%	1%	0%	3.9%	-1%	-3%
25	COc1ccc(-c2[nH]ncc2/C=C(/C#N)C(=O)NC2CCCCCC2)cc1	-5%	30%	28%	6%	-21%	-31%	2.4%	0%	-6%

2 compounds from above, showing only RGS4 inhibitor, TrxR1 substrate and mIDH1 inhibitor:
| item | mol | RGS4 inhibitor | TrxR1 substrate | mIDH1 inhibitor |
| --- | --- | --- | --- | --- |
| 11 | Cc1ccccc1-n1c(C)nnc1SCc1nc2ccccc2s1 | -8% | 3% | -5% |
| 12 | CCC(C)(O)c1[nH]c2ccc(C#N)cc2c1C (stereo not given) | 24% | 8%[57.1 µM] | 0% |

Further results
cpd	Compound	mIDH1 inhibitor	TrxR1 substrate	12-LOX inh	TrxR1 inh	RGS4 inhibitor	Vif-A3G inh	RXFP1 ag	Vif-APOBEC3F blk	USP1-UAF1 inh
26	O=C(O)c1cc(S(=O)(=O)N2CCN(c3ccccn3)CC2)ccc1Cl	1%	5%[57.1 µM]	-28%	-1%[57.1 µM]	0%	4%	-0.3%	5%	-12%
27	Cc1ccc(-n2c(=O)c3c(c4cc(C)ccc4n3C)n(CC(=O)Nc3cc(C)cc(C)c3)c2=O)cc1	16%	8%	-11%	12%	3%	-1%	1.4%	2%	12%
28	Cc1ccc(SCc2c(C(=O)N/N=C/c3cccs3)nnn2-c2nonc2N)cc1	-4%	/	13%	/	/	-1%	/	3%	6%
29	COc1ccc(C(=O)N2CCN(c3ncccn3)CC2)cc1	-12%	-12%	/	-21%	25%	-5%	13%	-1%	1%
30	CN1CCN(c2nc3c(c(=O)[nH]c(=O)n3C)n2Cc2ccc([N+](=O)[O-])cc2)CC1	10%	-1%	0%	8%	-5%	0%	3.5%	7%	-16%
31	O=C(NCC(O)c1ccc([N+](=O)[O-])cc1)C(c1ccccc1)c1ccccc1 (stereo not given)	-11%	-7%	0%	4%	14%	3%	-0.7%	12%	-21%
32	COc1ccc2[nH]c(C(=O)Nc3ncc(C)cc3Br)cc2c1	6%	4%	?	-1%	15%	-12%	6.1%	-22%	-15%
33	O=C(N/N=C/c1ccc2c(c1)OCO2)c1ccc(NC(=O)c2ccc(F)cc2)cc1	-3%	17%	-17%	11%	9%	-15%	-0.6%	7%	?
34	CCOC(=O)N1CCC(NC(=O)C2CCCN(S(=O)(=O)c3cccnc3)C2)CC1 (stereo not given)	-5%	10%[57.1 µM]	34%[activator]	14%[57.1 µM]	37%	1%	0.1%	2%	4%
35	c1ccc(CSCc2ccccc2)cc1	-7%	-5%	6%	0%	6%	-3%	1.5%	9%	-4%
36	CC(C)NC(=O)c1ccc2c(c1)nc1n2CCCCC1	0%	7%[57.1 µM]	-6%	25%[57.1 µM]	13%	1%	0.6%	-8%	8%
37	CCOC(=O)c1c(C)n(-c2ccccc2)c2ccc(OC(=O)c3ccc(OCC)c(OCC)c3)cc12	11%	3%	-20%	6%	-14%	-3%	2.9%	1%	-16%
38	N#Cc1cc2c(nc1SC1CC(=O)N(c3ccccc3)C1=O)CCC2 (stereo not given)	2%	-1%[57.1 µM]	/	-17%[57.1 µM]	-11%	0%	1.7%	-2%	-17%
39	COc1ccc2nc(NC(=O)c3ccc(F)cc3)sc2c1	-5%	9%	-12%	-5%	-3%	-8%	-2.1%	9%	-22%
40	Cc1ccccc1CN1C(=O)c2ccccc2Sc2ccc(C(=O)N3CCOCC3)cc21	-14%	1%[57.1 µM]	-29%	23%[57.1 µM]	15%	3%	2.6%	2%	-20%
41	CC(C)C(CCNC(=O)CC(Cc1ccccc1)c1ccco1)c1ccco1 (stereo not given)	3%	-1%	?	-17%	-22%	5%	-1.6%	-4%	-20%
42	OCCC1CN(Cc2cccn2-c2cccnc2)CCN1C1CCCC1 (stereo not given)	22%	2%	?	1%	18%	-1%	0.1%	2%	-16%
43	COc1ccc(N2CCN(C(=O)c3cc4c(=O)n(Cc5cccnc5)ccc4nc3C)CC2)cc1	-7%	5%[57.1 µM]	-3%	21%[57.1 µM]	-2%	-22%	3.8%	-7%	-8%
44	CCN(CC)S(=O)(=O)c1ccc2[nH]cc(C(=O)NCCN3CCCCCC3)c(=O)c2c1	3%	4%	-3%	-16%	-22%	-4%	8.3%	0%	-16%
45	O=C(NC(N1CCOCC1)C(Cl)(Cl)Cl)c1cc([N+](=O)[O-])cc([N+](=O)[O-])c1 (stereo not given)	1%	-10%	-12%	-19%	-12%	6%	1.0%	7%	-16%

Screening data (PubChem BioAssay)
